Compound activity from PubChem.
PfGluPho inh: PfG6PD enzyme inhibitors, primary screen, biochemical, fluorescence intensity, uHTS; glucose-6-phosphate dehydrogenase-6-phosphogluconolactonase (Plasmodium falciparum 3D7); PfGluPho enzyme, NADPH resazurin-diaphorase fluorescence; inhibition, % at 20 µM; actives 0.78% (n = 350,000);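 active = inhibition reaching at least a set limit at 20 µM in the primary screen, cut at about 59% in these data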;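 also: 0% = DMSO wells with substrate and 100% = DMSO wells lacking glucose-6-phosphate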
SENP1 inh: human SENP1 catalytic domain inhibitors, primary screen, biochemical, FRET, uHTS; actives 0.21% (n = 360,000); inhibition, % at 10 µM; Sentrin-specific protease 1 (Homo sapiens), Q9P0U3; recombinant SENP1 catalytic domain, CyPet-SUMO1-YPet FRET cleavage;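 active = inhibition at least 30% at 10 µM, raw YFP signal under a set limit, fluorescence ratio 0.5 to 1.5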;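 also: 0% = enzyme with DMSO and 100% = no enzyme wells; some results filed as inactive read as strong as hits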
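Test system: recombinant human SENP1 catalytic domain, His6-tagged / Medium: pH 8 Tris buffer with EDTA, NaCl, BME, BSA, NP40, catalase / Also added: SUMO1 FRET substrate flanked by Cypet and Ypet, 25 nM / Times: 50 min reaction at room temperature / Signal: FRET, CFP and YFP emission / Control set: no-enzyme low control and enzyme-plus-DMSO high control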
UBC13 polyUb: UBC13 polyubiquitin chain formation inhibitors, primary screen, biochemical, TR-FRET, uHTS; Ubiquitin-conjugating enzyme E2 N (Homo sapiens), P61088; inhibition, % at 20 µM; actives 0.47% (n = 330,000); AID 485273, 2010; in the data active = inhibition above about 45%, passing the limit was not always enough
Target sequence (P61088 whole entry, looked up): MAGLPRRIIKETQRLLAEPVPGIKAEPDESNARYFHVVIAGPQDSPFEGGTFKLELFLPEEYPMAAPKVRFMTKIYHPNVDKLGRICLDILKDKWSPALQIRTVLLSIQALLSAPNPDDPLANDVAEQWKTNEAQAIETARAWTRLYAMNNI
SENP8 block-1: human SENP8 protease inhibitors, primary screen, biochemical, fluorescence, Nedd8 protein substrate, uHTS; Sentrin-specific protease 8 (Homo sapiens), Q96LD8; recombinant SENP8; inhibition, % at 20 µM; actives 0.64% (n = 360,000); AID 602440, 2012; in the data active = inhibition mostly above about 40%, no sharp cut-off; inactive = mostly below about 27%
HKDC1 inh: HKDC1 hexokinase inhibitors, primary screen, biochemical, fluorescence, uHTS | actives 0.16% (n = 340,000) | recombinant HKDC1, G6PDH/diaphorase resazurin coupled fluorescence | AID 493160, 2011 | inhibition, % at 20 µM | Q2TB90;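 active = inhibition above about 35% when tested at 20 µM, limit read from the data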;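 also: plate controls were DMSO wells with enzyme for no effect and DMSO wells lacking enzyme for full effect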
Target sequence (Q2TB90 whole entry, looked up): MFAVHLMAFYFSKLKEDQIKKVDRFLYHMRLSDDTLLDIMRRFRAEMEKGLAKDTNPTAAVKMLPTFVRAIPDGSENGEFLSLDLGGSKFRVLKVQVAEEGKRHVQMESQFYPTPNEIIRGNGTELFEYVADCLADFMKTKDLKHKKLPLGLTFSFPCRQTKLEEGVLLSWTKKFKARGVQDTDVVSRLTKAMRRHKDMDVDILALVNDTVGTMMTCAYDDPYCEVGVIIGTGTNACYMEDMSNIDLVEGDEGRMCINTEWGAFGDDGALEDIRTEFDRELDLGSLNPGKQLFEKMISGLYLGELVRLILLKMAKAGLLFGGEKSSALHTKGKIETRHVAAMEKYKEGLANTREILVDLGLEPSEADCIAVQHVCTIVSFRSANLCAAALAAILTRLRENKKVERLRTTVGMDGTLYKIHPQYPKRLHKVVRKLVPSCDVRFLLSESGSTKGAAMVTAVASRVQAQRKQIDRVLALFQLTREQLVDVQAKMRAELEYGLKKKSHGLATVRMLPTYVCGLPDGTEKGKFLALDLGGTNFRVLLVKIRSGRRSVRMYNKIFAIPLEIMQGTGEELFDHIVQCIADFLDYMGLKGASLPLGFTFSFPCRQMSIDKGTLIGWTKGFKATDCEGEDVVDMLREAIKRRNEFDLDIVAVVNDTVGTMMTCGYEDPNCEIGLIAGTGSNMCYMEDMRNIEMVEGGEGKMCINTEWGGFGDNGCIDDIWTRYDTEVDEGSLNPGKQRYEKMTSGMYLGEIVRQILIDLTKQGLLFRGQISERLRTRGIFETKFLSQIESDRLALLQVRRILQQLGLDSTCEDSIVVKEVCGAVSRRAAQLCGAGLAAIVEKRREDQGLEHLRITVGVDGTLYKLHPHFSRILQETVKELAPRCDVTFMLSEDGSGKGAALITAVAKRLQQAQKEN
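test system = in-house recombinant HK5 (HKDC1) enzyme | amount = HKDC1 at 5 µg/mL | control set = DMSO-enzyme wells negative, buffer-substituted wells positive | compound = one dose of 20 µM, 1% DMSO | schedule = reaction time 90 min, room temperature, protected from light | technique = resorufin fluorescence at 613 nm | reagent = glucose with 1 mM ATP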
SENP6 block: SENP6 protease inhibitors, primary screen, biochemical, luminescence, uHTS; AID 2599, 2010; Recombinant SENP6 catalytic domain, aminoluciferin luminescence; actives 1.8% (n = 330,000); Sentrin-specific protease 6 (Homo sapiens), Q9GZR1; inhibition, % at 10 µM;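 active = inhibition above about 50% at the single tested dose, limit read from the data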;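 also: plate controls were DMSO wells with enzyme for no effect and DMSO wells lacking enzyme for full effect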
SENP8 block-2: SENP8 protease inhibitors, primary screen, biochemical, luminescence. AID 2540, 2010. actives 1.2% (n = 330,000). Sentrin-specific protease 8 (Homo sapiens), Q96LD8. purified SENP8, Z-RLRGG-aminoluciferin cleavage. inhibition, % at 10 µM; in the data active = inhibition above about 50%
SENP7 block: SENP7 protease inhibitors, primary screen, biochemical, luminescence, uHTS; recombinant SENP7, Z-RLRGG-aminoluciferin luminescence, 40 min; inhibition, % at 5 µM; actives 1.5% (n = 330,000); AID 434973, 2010;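 active = inhibition above about 50% at the single test dose, limit read from the data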;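 also: plate controls were DMSO with enzyme for no effect and no enzyme buffer wells for full effect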
MIN6 prolif: inducers of MIN6 beta-cell proliferation, primary screen, ATP luminescence, uHTS; MIN6 cells proliferation, ATPlite luminescence, 48 h; cells starved in 0.2% serum; 100% = growth in 10% serum; proliferation, % at 10 µM; actives 0.29% (n = 330,000);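 active = compounds whose signal lies at least 3.5 SD above the mean of all wells on their plate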;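 also: 0% = DMSO-treated cells in low-serum medium and 100% = 10% serum control; some compounds called inactive have numbers as strong as hits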
Numbers without * were called inactive; . = not tested or not shown.

SMILES	PfGluPho inh	SENP1 inh	UBC13 polyUb	SENP8 block-1	HKDC1 inh	SENP6 block	SENP8 block-2	SENP7 block	MIN6 prolif
CCCC(C(=O)NCc1ccco1)N(C(=O)CNS(=O)(=O)c1ccc(Cl)cc1)C1CCCC1 (stereo not given)	18	0	-7	14	0	-17	-10	-3	-3
O=C(C1CCCN(S(=O)(=O)c2ccc(Br)s2)C1)N1CCN(c2ccccc2)CC1 (stereo not given)	13	-3	2	2	4	-15	-4	-1	0
O=C(NCc1c[nH]c2ccccc12)c1ccccc1	7	1	0	-1	-2	-8	-11	-10	-2
COC(=O)c1c(C)oc2c1cc(NS(=O)(=O)c1ccc(C(=O)O)cc1)c1ccccc12	45	-1	-18	20	18	17	10	-1	-5
CC1(C)CC(=O)C(C(C2=C(O)CC(C)(C)CC2=O)c2ccc(Br)s2)C(=O)C1 (stereo not given)	47	2	-6	28	-7	25	4	-1	0
Cc1cnc(C(=O)OCC(=O)Nc2ccc(C)c(S(=O)(=O)N3CCCCC3)c2)cn1	0	-4	1	8	-4	9	5	0	-2
CCOC(=O)CC(=O)CSc1nc(CC)c(C)cc1C#N	-10	-106	-4	-427	-2	-8	-1	12	-6
COc1ccc(CN(C)C(=O)C2CSC3(C)CCC(=O)N23)cc1OC (stereo not given)	-13	-1	2	9	-4	-2	5	0	1
COC(=O)c1ccc(NC(=O)c2cccc(N3C(=O)CCC3=O)c2)cc1	1	-1	-4	13	-4	-15	5	-3	-2
O=C(NCC(=O)N(c1cccc(F)c1)C(C(=O)NC1CCCC1)c1ccncc1)c1cccs1 (stereo not given)	7	-2	3	13	4	-8	2	-2	0
COc1ccc(-c2nnc(C(C)Nc3cccc(C(=O)NC4CC4)c3)o2)cc1 (stereo not given)	22	-1	4	-111	-3	-15	1	6	0
O=C(Cn1nnc(-c2ccccc2)n1)c1ccccc1	-9	0	2	15	6	2	-6	-1	-1
Cc1cc(=O)nc2c3ccccc3n(CC(=O)NCCC3=CCCCC3)n12	1	-2	12	-35	3	-11	2	-2	1
CCn1c(NC(=O)c2cccs2)nc2ccccc21	30	0	8	-86	-8	-5	-17	-6	-2
CCCN(CCC)CCNC(=O)C1c2ccccc2C(=O)N2CCc3ccccc3C12 (stereo not given)	-14	0	-5	-4	-3	1	1	-3	-2
CCc1nc(-c2ccc(OC)c(OC)c2)cc2cc(OC)c(OC)cc12	22	2	6	-372	-3	9	0	2	2
COc1cc2c(cc1OC)C(c1cc3cc4c(cc3[nH]c1=O)OCO4)N(C(=O)C(C)C)CC2 (stereo not given)	20	-1	0	-320	-5	-11	1	4	-3
CCOc1ccc(CCNC(=O)COC(=O)c2cc(OC)c(OC)c(OC)c2)cc1OCC	.	.	-4	.	.	18	4	2	-2
Cc1ccccc1NC(=O)CSc1nc(N2CCCCC2)nc(N2CCCCC2)n1	-9	2	-1	22	5	-4	-5	-1	-3
COc1cc(NC(=O)c2cc3sccc3n2C)cc(OC)c1	47	-13	-2	-10	-2	64*	50*	66*	-3
O=C(Nc1ccccc1OC(F)F)c1ccc(-n2cncn2)c([N+](=O)[O-])c1	8	1	-8	10	-4	-5	0	0	1
N#Cc1c(NC(=O)c2ccccc2)sc2c1CCC2	14	-26	-6	4	0	63*	18	27	0
COc1ccccc1N(C)S(=O)(=O)c1ccc(C(=O)Nc2cc(OC)c(OC)c(OC)c2)cc1	14	1	.	5	-2	.	.	.	.
CCC(C)[C@H](N)c1nnc(SCc2cccc(F)c2)o1 (stereo not given in full)	-4	2	2	23	-7	-2	-1	-2	-1
COc1cc(C(=O)COC(=O)C2CC2(Cl)Cl)cc(OC)c1OC (stereo not given)	-1	0	7	2	0	-2	5	-1	-1
O=C(NCC(c1ccco1)N1CCc2ccccc21)C(=O)Nc1ccccc1F (stereo not given)	15	-1	-1	13	0	-2	8	2	-3
O=C(CN1CCN(S(=O)(=O)c2ccc(Br)cc2)CC1)Nc1ccc(F)cc1	15	3	-4	27	-2	-8	-1	8	-2
COc1cc(C)ccc1OCc1cc(C(=O)N2CCCCCC2)no1	-27	1	-6	8	2	9	-9	2	3
Cc1nn(Cc2ccccc2)c(C)c1NC(=O)Cn1nc([N+](=O)[O-])c(Cl)c1C	-8	2	2	1	5	1	0	-7	0
CCc1nc2cc(Cl)c(Cl)cc2nc1CC	-11	1	12	0	-4	-3	-6	1	2
COc1ccccc1CNC(=O)CSc1nc2nc(C)cc(C)n2n1	-1	1	-1	13	8	3	8	13	-1
CCn1nnnc1SCCSc1nnnn1CC	0	2	-3	5	-6	-23	-2	0	-4
CCCCNc1ccc(C(CC(N)=O)NC(=O)c2cc(C)cc(C)c2)cc1[N+](=O)[O-] (stereo not given)	-8	4	-27	35	-1	-12	-3	-7	-4
CCCCOC(=O)Nc1nnc(Cc2ccc(Cl)cc2)s1	5	1	-4	5	-8	-13	-1	8	-3
CC(OC(=O)c1cccs1)C(=O)NCc1cccs1 (stereo not given)	0	2	-7	3	6	-2	3	-6	-2
Cc1oc2c(C)c(O)ccc2c(=O)c1-c1ccc2ccccc2n1	11	0	12	14	-14	-6	-5	11	1
CN1C(=O)C(CC(=O)NCCc2ccccc2)N(NC(=O)c2cccc(F)c2)C1=S (stereo not given)	10	4	6	11	-3	-8	1	-2	0
N#CCc1ccc(OC(=O)c2ccncc2)cc1	15	-1	4	9	-5	7	5	1	-2
Cc1ccc(F)c([C@H]2[C@@H]3C=CCC[C@@]3(C)C(=O)N2Cc2ccccc2)c1	-16	4	1	6	5	-7	2	1	-8
CCC(c1nnc(SCC(=O)Nc2cc(S(C)(=O)=O)ccc2Cl)n1Cc1ccccc1)N(C)C (stereo not given)	-10	-1	30	8	-5	5	9	-3	3

Sorted by formula weight (lowest first): 4 of the compounds above
SMILES	PfGluPho inh	SENP1 inh	UBC13 polyUb	SENP8 block-1	HKDC1 inh	SENP6 block	SENP8 block-2	SENP7 block	MIN6 prolif
N#CCc1ccc(OC(=O)c2ccncc2)cc1	15	-1	4	9	-5	7	5	1	-2
CCc1nc2cc(Cl)c(Cl)cc2nc1CC	-11	1	12	0	-4	-3	-6	1	2
CCCCNc1ccc(C(CC(N)=O)NC(=O)c2cc(C)cc(C)c2)cc1[N+](=O)[O-] (stereo not given)	-8	4	-27	35	-1	-12	-3	-7	-4
CN1C(=O)C(CC(=O)NCCc2ccccc2)N(NC(=O)c2cccc(F)c2)C1=S (stereo not given)	10	4	6	11	-3	-8	1	-2	0

Additional structures
SMILES	PfGluPho inh	SENP1 inh	UBC13 polyUb	SENP8 block-1	HKDC1 inh	SENP6 block	SENP8 block-2	SENP7 block	MIN6 prolif
O=C(NCCN1CCCC1)c1ccc2c(c1)N(Cc1ccccc1)C(=O)c1ccccc1S2(=O)=O	-1	-1	7	19	-6	10	0	-3	0
CCOC(=O)N1CCC(NC(=O)c2oc3c(C)c(C)ccc3c2C)CC1	19	-3	0	-8	-3	-9	4	0	3
COc1ccc(S(=O)(=O)n2ccnc2C)c(C)c1C	-24	3	0	21	3	-29	9	-8	1
COc1ccc(N2CCN(C(=O)COC(=O)Cc3ccc(F)cc3)CC2)cc1	-3	1	-1	22	0	-4	-7	6	0
O=C(Cc1ccc(F)cc1)NCCS(=O)(=O)N1CCN(c2ccccc2)CC1	0	1	1	13	4	-16	-3	-9	5
CCCCCN(C(=O)CCC(=O)OCC(=O)N(C)Cc1ccccc1C)c1c(N)n(CCCC)c(=O)[nH]c1=O	-9	1	-4	13	-3	-18	-10	9	-2
COC(=O)/C=C1\NCCNC1=O	-3	2	-8	4	-3	-10	-8	9	-2
O=C(O)c1ccc(OS(=O)(=O)c2cccc(C(F)(F)F)c2)cc1	-39	1	-13	-8	-2	-21	-6	-2	6
CC(C)C(c1nnnn1Cc1ccccc1)N1CCC(C(N)=O)CC1 (stereo not given)	4	-6	2	36	-1	11	-2	8	-1
Cc1ccc(S(=O)(=O)N2CCC(C(=O)Nc3ccccc3N3CCCC3)CC2)c(C)c1	-5	3	-10	7	-6	-6	-4	-8	-2
CN(C)CCSc1nc(N)c2c3c(sc2n1)COC(C)(C)C3	21	0	-11	-7	6	5	1	4	0
C[C@H](NC(=O)c1[nH]cnc1C(=O)N[C@H](C)c1ccccc1)c1ccccc1	15	4	10	19	6	-5	1	-6	-3
Cc1cc(C)c2nc(-c3ccccn3)cc(C(=O)Nn3cnnc3)c2c1	13	-3	-7	-216	-1	-11	5	1	-3
CN(c1ccc(OCC(=O)Nc2cc(Cl)ccc2C(=O)O)cc1)S(=O)(=O)c1ccc(F)cc1	-13	-1	-24	-3	3	0	4	7	-6
CC(C)Oc1ccc(C(=O)OC(C)C(=O)Nc2nc(-c3cccc([N+](=O)[O-])c3)cs2)cc1 (stereo not given)	14	2	-5	15	-5	-2	1	4	-4
COc1ccc(-c2cc(C#N)nc(NN)n2)cc1	4	1	-3	-32	1	-27	-6	-1	-2
COc1cc(C(=O)ONC(=O)c2ccc(OC(F)F)cc2)cc(OC)c1OC	8	-2	3	3	1	-15	6	1	-2
Cc1cc(Nc2ccccc2N2CCOCC2)n2ncnc2n1	9	1	2	4	-4	2	6	3	-2
Cc1ccc2c(CC(=O)OC(C)C(=O)NCc3ccc4c(c3)OCO4)coc2c1 (stereo not given)	2	0	8	2	4	-22	2	2	0
O=C(Nc1nnc(S(=O)(=O)N2CCCCCC2)s1)c1ccc(Cl)cc1	80*	-2	-3	-122	-2	1	-16	-1	-8
COc1ccc(C2c3[nH]c4ccccc4c3CCN2C(=O)c2ccc(=O)n(C)n2)c(F)c1 (stereo not given)	-17	-10	-12	-11	5	-10	-7	-3	-3
O=C(CCCSc1nc2ccccc2[nH]1)Nc1nnc(C2CC2)s1	3	0	-5	15	-3	8	3	7	-4
Cc1cc(C(C)(C)C)oc1C(=O)N1CCN(C(=O)c2oc(C(C)(C)C)cc2C)CC1	26	-1	.	4	2	.	.	.	.
O=[N+]([O-])c1ccc(CN2CCN(Cc3c[nH]c4ccccc34)CC2)cc1	-8	2	8	3	2	-15	0	-10	-1
N=c1n(CCCOc2ccccc2Cl)c2ccccc2n1CC(N)=O	0	3	7	26	5	-4	-10	-8	-2
CN1CCN(c2nc3c(c(=O)[nH]c(=O)n3C)n2CCCSc2ncccn2)CC1	2	3	7	22	-8	-7	1	-5	3
CCOC(=O)C(=O)NC(C)c1ccccc1 (stereo not given)	-13	0	0	7	-9	7	9	2	-3
Cc1ccc(NC(=O)COc2cccc(C)c2C)cc1S(=O)(=O)N1CCCCCC1	10	0	-10	14	5	-12	2	4	-5
CCCCNC(=O)N1CCN(C/C=C/c2ccccc2)CC1	18	1	-7	11	-3	-5	0	-8	-2
CC(=O)NC1=NN(C(C)=O)C(C)(CCS(=O)(=O)c2ccc(Cl)c(Cl)c2)S1 (stereo not given)	8	3	-4	9	-15	1	0	-1	0
